Bioassay records: PubChem, National Center for Advancing Translational Sciences (NCATS)
GoLoco inh red: RGS12 GoLoco-Gai1 interaction inhibition; P63096; Gai1:RGS12 GoLoco peptide FP, rhodamine, 10 min; Potency, µM (titrated, usually from 61.6 µM), without a hit: top-dose activity, negative = inhibition, hits mostly inhibitors; hit rate 0.44% among 230,000; active = well fitted inhibition curve with a large enough effect, not every such curve was filed as active; inactive = no such curve, though single readings can be large or run the other way; note: nearly all actives have a fitted effect of over 30% in size; many of its hits are not listed in these tables
RECQ1 helicase: blocks DNA unwinding by human RECQ1 | P46063 | RECQ1 DNA unwinding, red fluorescence kinetic read | Potency, µM (series often up to 57.3 µM), for inactives: at the top dose activity, negative = inhibition, most hits filed as inhibitors | hit rate 0.54% among 240,000 | AID 2549;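 note: plate controls were vehicle for no effect and no enzyme for full effect; nearly all actives have a fitted effect of over 30% in size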
Target sequence (P46063 whole entry, looked up): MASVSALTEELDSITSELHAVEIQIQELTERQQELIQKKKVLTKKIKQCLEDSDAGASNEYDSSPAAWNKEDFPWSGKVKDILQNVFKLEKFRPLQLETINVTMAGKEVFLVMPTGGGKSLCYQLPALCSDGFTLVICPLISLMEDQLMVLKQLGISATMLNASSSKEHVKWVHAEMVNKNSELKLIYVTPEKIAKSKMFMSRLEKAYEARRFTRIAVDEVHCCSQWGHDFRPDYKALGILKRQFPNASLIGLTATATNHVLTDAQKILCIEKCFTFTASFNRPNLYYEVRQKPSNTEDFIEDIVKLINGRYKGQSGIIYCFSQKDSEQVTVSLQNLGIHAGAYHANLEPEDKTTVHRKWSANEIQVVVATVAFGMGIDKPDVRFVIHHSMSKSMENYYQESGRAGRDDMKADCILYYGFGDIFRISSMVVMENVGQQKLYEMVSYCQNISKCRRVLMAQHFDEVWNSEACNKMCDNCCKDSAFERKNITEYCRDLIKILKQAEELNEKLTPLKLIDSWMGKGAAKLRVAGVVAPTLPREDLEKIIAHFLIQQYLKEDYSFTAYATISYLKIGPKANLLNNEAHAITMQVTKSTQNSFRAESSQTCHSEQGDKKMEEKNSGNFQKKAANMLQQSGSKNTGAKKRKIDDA
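50 nM RECQ1T1 preincubated 15 min with compound in Tris pH 8.0 buffer with MgCl2, DTT, Tween-20 and 2.5 ug/ml poly(dI-dC); started with 200 nM TAMRA/BHQ-2 forked duplex and 2 mM ATP. Unwinding read as fluorescence (525/598 nm), two reads 2 h apart.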
KDM4E inh: blocks human JMJD2E demethylase activity; JMJD2E catalytic domain, FDH-coupled NADH fluorescence (FDH is formaldehyde dehydrogenase); Potency, µM (titrated, usually from 57.1 µM), inactives show at the top dose activity change, negative = inhibition, usual class: inhibitors; hit rate 1.6% among 230,000; active = well fitted inhibition curve with a large enough effect, not every such curve was filed as active; inconclusive = small, poorly fitted or top-dose-only effect, or another doubt; inactive = no such curve, though single readings can be large or run the other way;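 note: 0% = wells with enzyme and -100% = buffer wells without enzyme; nearly all actives have a fitted effect of over 50% in size; many of its hits are not listed in these tables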
Target sequence (B2RXH2 1-337 limits assumed): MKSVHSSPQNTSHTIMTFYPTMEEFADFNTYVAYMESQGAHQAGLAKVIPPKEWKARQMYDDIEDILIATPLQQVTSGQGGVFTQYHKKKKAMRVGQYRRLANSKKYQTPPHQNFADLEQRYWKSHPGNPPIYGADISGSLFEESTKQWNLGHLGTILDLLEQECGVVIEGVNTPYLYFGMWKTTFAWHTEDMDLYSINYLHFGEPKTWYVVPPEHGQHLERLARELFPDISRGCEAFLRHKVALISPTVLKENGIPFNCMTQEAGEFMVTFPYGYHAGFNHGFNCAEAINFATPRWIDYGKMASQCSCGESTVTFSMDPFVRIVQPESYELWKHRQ
TRb SRC2 PPI: TRbeta-SRC2 interaction inhibition; TRbeta-SRC2 peptide binding, fluorescence polarization; receptor liganded with 1 µM T3; Potency, µM (doses to about 106 µM), for the others: top-dose activity change, negative = inhibition, actives largely listed as inhibitors; hit rate 0.065% among 280,000; P10828;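 note: plate controls were bound peptide for no effect and peptide without receptor for full effect; nearly all actives have a fitted effect of over 50% in size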
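Quantitative HTS by FP: 0.6 uM TRb LBD, 20 nM labeled SRC2 20-mer, 1 uM T3, 5% DMSO; 5 hr ambient incubation; % activity per concentration and potencies from concentration series.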
L3MBTL1 inh: blocks human L3MBTL1; Q9Y468; AlphaScreen L3MBTL1–H3K9me1 peptide binding; hit rate 0.66% among 230,000; Potency, µM (top dose mostly 57.1 µM), inactives show top-dose activity, negative = inhibition, hits mostly inhibitors; note: nearly all actives have a fitted effect of over 60% in size
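L3MBTL1 50 nM + b-AHA-H3(1-15)K9me1 75 nM, 30 min RT; compound added, 30 min RT; streptavidin donor/Ni-chelate acceptor beads 10 ug/mL each final, 30 min RT dark; AlphaScreen read.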
Tau FP inhib: tau fibrillization inhibition (FP). P10636. Potency, µM (series often up to 57.7 µM), for inactives: at the top dose activity, negative = inhibition, most hits filed as inhibitors. hit rate 0.39% among 280,000. K18 P301L tau heparin fibrillization, Alexa594 FP, 6 h; note: nearly all actives have a fitted effect of over 55% in size
Target sequence (P10636 561-689 P618L limits assumed): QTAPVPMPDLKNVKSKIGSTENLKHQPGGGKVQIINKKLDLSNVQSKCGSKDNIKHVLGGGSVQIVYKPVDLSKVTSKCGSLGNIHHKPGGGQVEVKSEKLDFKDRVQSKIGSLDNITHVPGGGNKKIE
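Human tau K18 […] P301L fragment, 15 uM unlabeled plus 0.24 uM Alexa 594-labeled tau (final), with compound and 20 uM heparin in 100 mM sodium acetate pH 7; 6 hr at 37 C, then Alexa 594 FP read.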
Tau ThT inhib: inhibitors of human tau fibril formation, thioflavin T binding; Potency, µM (doses to about 57.4 µM), for the others: at the top dose activity, negative = inhibition, usual class: inhibitors; hit rate 2.1% among 270,000; recombinant tau K18 P301L (four-repeat tau fragment), heparin-induced fibrillization, ThT fluorescence; note: nearly all actives have a fitted effect of over 55% in size
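In this qHTS, human K18 P301L tau is incubated with compound and heparin for 6 hr at 37 C, and Thioflavin T fluorescence then reports fibril load.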
TR SRC2 fluor cs: alters Texas Red total fluorescence, flagging assay interference. hit rate 0.29% among 280,000. TRb/SRC2 Texas Red total fluorescence interference. Potency, µM (series often up to 106 µM), for the others: top-dose fluorescence change, negative = quenching. AID 1479; active = well fitted curve in either direction with a large enough effect; inconclusive = small, poorly fitted or top-dose-only effect
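Human TRb ligand-binding domain at 0.6 uM with 20 nM Texas Red SRC2 peptide in Tris buffer containing 1 uM T3 and 5% DMSO, incubated with compound 5 h at ambient temperature. Total fluorescence (555/632 nm) calculated as parallel + 2 × perpendicular.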
* = called active by the depositor; i = inactive; u = inconclusive; x = not tested or not shown; [ ] = another dose, or the depositor's remark. Unless noted, calls come from the whole dose curve; as a rule, active = well fitted curve in the direction sought with a large enough effect; inconclusive = small, poorly fitted or top-dose-only effect, or another doubt; inactive = no such curve, though single readings can be large; an effect the other way counts as inactive or inconclusive. Unless noted, % is set by controls: 0 for no effect and ±100 for the full control effect; potency is the fitted concentration of half-maximal effect. Not all compounds are listed; rates above refer to the full screens.

SMILES	GoLoco inh red	RECQ1 helicase	KDM4E inh	TRb SRC2 PPI	L3MBTL1 inh	Tau FP inhib	Tau ThT inhib	TR SRC2 fluor cs
O=C(/C=C/c1ccccc1)NCCc1ccccc1	-2%	18µM*	-11%	0%	x	6%	-17%	-2%
O=C(OCn1nnc2ccccc2c1=O)C1CCN(S(=O)(=O)c2cccs2)CC1	-15%	3%	10%	-7%	-15%	-1%	1%	-2%
O=C(N/N=C/c1c(Cl)[nH]c2ccccc12)c1sc2ccccc2c1Cl	3%	-8%	u	1%	-9%	10%	u	-23%
CN(C)c1ccc(-c2nn3c(C4CCCCC4)nnc3s2)cc1	-6%	i	u	-3%	x	-2%	-11%	-4%
O=C(Nc1ccccc1C(=O)O)c1cc(S(=O)(=O)N2CCCCC2)cs1	5%	i	-10%	3%[53 µM]	8%	0%	9%	-2%[53 µM]
Cc1ccc(-c2csc(NC(=O)c3cc([N+](=O)[O-])ccc3N3CCOCC3)n2)cc1	16%	i	-4%	10%	3%	4%	-3%	-1%
O=C(NCc1cccs1)c1ccc(Cn2c(SCc3ccc(F)cc3)nc3cccnc32)cc1	x	x	x	1%	x	-3%	u	6%
CN1C(=O)CSc2ccc(NC(=O)NCc3ccccc3)cc21	26%	-1%	-6%	-8%	x	-4%	-2%	-3%
Cc1ccc(C)c(NC(=O)c2ccc3c(c2)CCN3S(C)(=O)=O)c1	x	x	x	-2%	x	-5%	-1%	-2%
COc1oc(-c2ccc(Cl)cc2)nc1C(F)(F)F	3%	-8%	u	-16%	-7%	-10%	-7%	1%
COc1cccc(-c2nc(NCCN3CCOCC3)c3ccccc3n2)c1O	-5%	-6%	7%	3%	-1%	u	u	-11%
CCOc1ccc(C(=O)NCCC(=O)NCCCC(=O)O)cc1	9%	i	3%	3%	x	-3%	1%	-1%
CCc1cccc(C)c1NS(=O)(=O)c1ccc(-n2cccn2)cc1	x	x	x	6%	x	-10%	4%	-6%
O=c1c2cnn(-c3ccccc3)c2ncn1Cc1ccccn1	9%	i	-14%	-10%	5%	-18%	-10%	1%
Cc1ccc(CSC2=Nc3ccccc3C3=NC(CC(=O)NCc4cccs4)C(=O)N23)cc1 (centres undefined)	x	x	x	1%	x	9%	-6%	-6%
CCOc1ccccc1NC(=O)c1ccc([N+](=O)[O-])cc1	1%	i	2%	-4%[53 µM]	-1%	2%	-5%	-2%[53 µM]
CCCCNC(=O)Cn1cnc2sc(C)c(S(=O)(=O)N3CCN(c4ccccc4OC)CC3)c2c1=O	x	x	x	6%	x	-3%	1%	-2%
CCOC(=O)Cc1csc(NC(=O)C2CCCCC2C(=O)O)n1 (centres undefined)	7%	i	9%	0%	x	-4%	-9%	1%
Cc1cccc(C(=O)NC2CC3CCCC(C2)N3S(=O)(=O)c2ccccc2)c1 (centres undefined)	5%	-11%	0%	-5%	x	4%	-12%	-2%
COc1ccc(S(=O)(=O)N/N=C/c2ccc(OCCN3CCOCC3)c(OC)c2)cc1	1%	7%	0%	-11%	-3%	0%	-3%	0%
COc1ccc(OCC(=O)NCc2ccc3c(c2)CCN3C(=O)c2ccccc2)cc1	x	x	x	3%	x	6%	-11%	-14%
COc1cc(CN(C(=O)c2ccccc2F)C2CCS(=O)(=O)C2)cc(OC)c1OC (centres undefined)	x	x	x	0%	x	-2%	0%	-14%
CCOc1ncccc1C(=O)OCc1ccc(Cl)cc1	12%	i	7%	-1%	45%[activator]	-3%	-6%	-3%
Cc1[nH]c2ccccc2c1SCCNC(=O)c1ccc(Br)o1	-7%	-17%	-1%	-1%	-16%	14%	u	-2%
COCCN=C1Sc2nc3ccc(C)cc3cc2CN1Cc1ccco1	-9%	i	u	0%	x	-14%	u	-2%
Cc1onc(-c2ccccc2)c1NC(=O)Nc1ccc(OC(F)F)cc1	5%	-8%	0%	-6%	-1%	u	-3%	1%
CCOC(=O)C1=C(CN2CCOCC2)NC(=O)NC1c1cccc([N+](=O)[O-])c1 (centres undefined)	5%	i	4%	8%	3%	0%	5%	-1%
CN(Cc1ccccc1)S(=O)(=O)c1ccc(NC(=O)C2CCCO2)cc1 (centres undefined)	2%	-2%	6%	-9%	4%	0%	-5%	-3%
CC(=O)c1ccc(NC(=S)NCCCn2ccnc2)cc1	6%	-7%	6%	-4%	-4%	-4%	-7%	-8%
COc1cc2nc(N(C)CCCNC(=O)[C@@H]3CCCO3)nc(N)c2cc1OC	-8%[21.6 µM]	6%[25.9 µM]	u	-5%[53 µM]	x	x	x	0%[53 µM]
S=c1[nH]nc(CCSCc2ccccc2)n1-c1ccccc1	11%	-7%	6%	6%	-12%	3%	10%	-1%
CCC(CC)c1nnc(NC(=O)c2cc(-c3ccccc3)nc3ccccc23)s1	x	-11%	u	-1%	1%	-10%	-3%	2%
Cc1cccc(NC(=O)CN2C(=O)C(C)Oc3ccccc32)n1 (centres undefined)	1%	-15%	-4%	0%	x	-3%	-2%	-5%
Cc1ccc(C(=O)c2cc([N+](=O)[O-])ccc2N2CCOCC2)cc1C	-1%	4%	-8%	3%	2%	u	-7%	0%
Cc1cc(-c2n[nH]c(=S)n2/N=C/c2ccco2)n[nH]1	-2%	1%	-4%	-7%	-13%	3%	-15%	-2%
COc1ccc(-n2c(COc3ccc(C)cc3)nnc2SCc2ccc(C#N)cc2)cc1	-1%	i	-1%	-4%	-3%	8%	-16%	2%

Single records, from the list above:
COc1cc2nc(N(C)CCCNC(=O)[C@@H]3CCCO3)nc(N)c2cc1OC in the list: GoLoco inh red: -8%[21.6 µM]; RECQ1 helicase: 6%[25.9 µM]; KDM4E inh: u; TRb SRC2 PPI: -5%[53 µM]; L3MBTL1 inh: x; Tau FP inhib: x; Tau ThT inhib: x; TR SRC2 fluor cs: 0%[53 µM]
CCOC(=O)C1=C(CN2CCOCC2)NC(=O)NC1c1cccc([N+](=O)[O-])c1 (centres undefined) in the list: GoLoco inh red: 5%; RECQ1 helicase: i; KDM4E inh: 4%; TRb SRC2 PPI: 8%; L3MBTL1 inh: 3%; Tau FP inhib: 0%; Tau ThT inhib: 5%; TR SRC2 fluor cs: -1%

New compounds follow:
SMILES	GoLoco inh red	RECQ1 helicase	KDM4E inh	TRb SRC2 PPI	L3MBTL1 inh	Tau FP inhib	Tau ThT inhib	TR SRC2 fluor cs
CCOC(=O)Cc1nnc(NC(=O)CSc2ncc(-c3ccccc3)nn2)s1	0%	u	2%	0%	x	14%	1%	1%
Cc1cc(C)c2nc(N3CCN(C)CC3)c(C#N)cc2c1	14%	-3%	u	13%	-1%	1%	-4%	0%
Nc1nc(NC(=O)c2ccccc2)nn1-c1ccccc1	8%	0%	12%	2%	-3%	4%	-9%	0%
C#CCOCCOCCOCCNc1nc(N2CCN(C(=O)[C@H](CCCCN)n3cc([C@@H](N)CO)nn3)CC2)nc(N2CCN(C(=O)[C@H](Cc3cc4ccccc4[nH]3)n3cc([C@@H](N)CC(C)C)nn3)CC2)n1	-4%	12%	-5%	1%	-11%	u	-10%	-1%
COCC(C)NCc1ccc(OC)c(Br)c1 (centres undefined)	-6%	0%	u	-5%	11%	-2%	4%	0%
CCc1nnc(NC(=O)c2c(C)nn(-c3ccccc3)c2Cl)s1	9%	3%	-1%	-11%	4%	6%	-16%	-2%
CC(C)C(NC(=O)OCc1ccccc1)C(=O)OCC(=O)NC1CC1 (centres undefined)	6%	-3%	2%	-7%	x	3%	0%	-2%
Cc1ccc2nc(CN3CCN(S(=O)(=O)c4ccc(C)c(C)c4)CC3)oc2c1	x	x	x	-2%	x	-2%	8%	0%
O=C1c2ccncc2C(=O)N1CNc1ccc(Cl)cc1	5%	i	-12%	2%	x	-7%	-3%	0%
CCC(=O)N1CCN(c2ccc(NC(=S)NC(=O)C(C)C)cc2)CC1	4%	i	-9%	4%	-4%	3%	u	1%
CCCNC(=O)c1cc2ccccc2c(=O)o1	3%	i	u	-9%	4%	7%	-3%	-5%
O=C(c1ccc(F)cc1)N1CCC(N2CCOCC2)CC1	-2%	-1%	-10%	9%	-4%	2%	-2%	0%
O=C1CCc2cc(S(=O)(=O)N3CCC(C(=O)NCCC4=CCCCC4)CC3)ccc2N1	-1%	-7%	-3%	-3%	x	-5%	-14%	0%
CC(=O)N1CCC2(CC1)C(C#N)=C(N)Oc1n[nH]c(C)c12	7%	-2%	8%	3%	-2%	3%	5%	-1%
CNC(=S)Nc1ccc(OC(F)(F)F)cc1	-19%	0%	9%	-8%	u	3%	3%	1%
CC1Cc2ccccc2N1CC(=O)NC(=O)NC(C)(C)C (centres undefined)	-5%	-5%	-6%	6%	x	11%	-4%	-2%
COc1ccc(-c2nc3ccccc3o2)cc1NC(=O)c1ccc(N2CCC(C)CC2)c([N+](=O)[O-])c1	x	x	x	4%	x	-7%	u	-1%
O=C(Cc1ccc([N+](=O)[O-])cc1)Nc1ccc(Cl)cc1	11%	i	-31%	6%	-23%	0%	u	-2%
COc1cc(NS(=O)(=O)c2ccc3c(c2)CCCN3C(C)=O)cc(OC)c1OC	x	x	x	-3%	x	0%	7%	4%
CCOc1ccc(NC(=O)C(Cc2ccccc2)NS(=O)(=O)c2ccc3c(c2)oc(=O)n3C)cc1 (centres undefined)	x	x	x	6%	x	-11%	12%	-24%
COC(=O)C1CCN(C(c2ccccc2Cl)c2sc3nc(-c4ccco4)nn3c2O)CC1 (centres undefined)	x	x	x	-8%	x	-4%	-9%	-1%
CN(C(=O)CSc1nnc(-c2n[nH]c3ccccc23)o1)c1ccccc1	5%	i	0%	-22%	-9%	-9%	-11%	1%
CC(C)NS(=O)(=O)c1ccc(NC(=S)NC(=O)c2cccc([N+](=O)[O-])c2)cc1	-2%	-13%	0%	-7%	31%[activator]	0%	9%	-4%
CCCCc1ncc(CN2CCN(Cc3ccc(C)cc3)C(CCO)C2)[nH]1 (centres undefined)	7%	i	6%	-10%	29%	-1%	8%	-13%
CCCc1nn(C(=O)c2ccccc2)c2c1C(=O)CC(C)(C)C2	4%	0%	8%	-4%	x	0%	-21%	0%
CN(c1ccccc1C(=O)O)S(=O)(=O)c1ccc2c3c(cccc13)C(=O)N2	3%	-10%	u	2%	u	4%	-9%	-3%
CCN(Cc1ccccc1)Cc1c(O)ccc2oc(C)c(C(=O)Nc3ccc(C)cc3C)c12	x	x	x	2%	x	-3%	-5%	-16%
COc1cc(C(=O)NCCC(=O)NCCCN2CCCCC2)cc(OC)c1OC	1%	i	3%	5%	-1%	-1%	5%	-2%
